FadD28 binding: inhibitors of Mycobacterium tuberculosis FadD28 bisubstrate binding; FadD28 bisubstrate probe binding, fluorescence polarization; inhibition, % at 12.5 µM; 0.22% of 360,000 active; in the data active means inhibition above about 8.5%, passing the limit was not always enough; inconclusive means no clear call, values can overlap the other calls
Yp Topo-I inh: inhibitors of Yersinia pestis topoisomerase I | 0.064% of 360,000 active | Y. pestis Topo-I cleavage product accumulation, plate reader | activity, % at 10 µM; in the data active means activity above about 50%, passing the limit was not always enough; inconclusive means no clear call, values can overlap the other calls; further: inactives centre near 2
BoNT-F LC inh: blocks Botulinum neurotoxin F light chain protease. Multiplex microsphere protease cleavage assay, flow cytometry. 0.22% of 360,000 active. inhibition, % at 10 µM; in the data active means inhibition above about 35%, passing the limit was not always enough; inconclusive means no clear call, values can overlap the other calls; further: plate controls were buffer without enzyme for full effect and enzyme alone for no effect
TcdB inh: blocks C. difficile toxin B glycohydrolase activity; P18177; TcdB glycohydrolase enzymatic assay, plate reader; inhibition, % at 9.99 µM; 0.24% of 350,000 active; in the data active means inhibition above about 10%
PrPC surface inh: inhibitors of human cell surface prion protein PrPC; P04156; TR-FRET read-out; inhibition, % at 13.8 µM; 0.43% of 370,000 active; in the data active means inhibition above about 24%; further: 0% = median of the test wells and 100% = reference compound wells
Anthrax LF inh2: anthrax lethal factor protease inhibition; inhibition, % at 10 µM; multiplex microsphere protease cleavage assay, LF; P15917; 0.12% of 360,000 active; further: plate controls were buffer without enzyme for full effect and enzyme alone for no effect
Target sequence (P15917 whole entry, looked up): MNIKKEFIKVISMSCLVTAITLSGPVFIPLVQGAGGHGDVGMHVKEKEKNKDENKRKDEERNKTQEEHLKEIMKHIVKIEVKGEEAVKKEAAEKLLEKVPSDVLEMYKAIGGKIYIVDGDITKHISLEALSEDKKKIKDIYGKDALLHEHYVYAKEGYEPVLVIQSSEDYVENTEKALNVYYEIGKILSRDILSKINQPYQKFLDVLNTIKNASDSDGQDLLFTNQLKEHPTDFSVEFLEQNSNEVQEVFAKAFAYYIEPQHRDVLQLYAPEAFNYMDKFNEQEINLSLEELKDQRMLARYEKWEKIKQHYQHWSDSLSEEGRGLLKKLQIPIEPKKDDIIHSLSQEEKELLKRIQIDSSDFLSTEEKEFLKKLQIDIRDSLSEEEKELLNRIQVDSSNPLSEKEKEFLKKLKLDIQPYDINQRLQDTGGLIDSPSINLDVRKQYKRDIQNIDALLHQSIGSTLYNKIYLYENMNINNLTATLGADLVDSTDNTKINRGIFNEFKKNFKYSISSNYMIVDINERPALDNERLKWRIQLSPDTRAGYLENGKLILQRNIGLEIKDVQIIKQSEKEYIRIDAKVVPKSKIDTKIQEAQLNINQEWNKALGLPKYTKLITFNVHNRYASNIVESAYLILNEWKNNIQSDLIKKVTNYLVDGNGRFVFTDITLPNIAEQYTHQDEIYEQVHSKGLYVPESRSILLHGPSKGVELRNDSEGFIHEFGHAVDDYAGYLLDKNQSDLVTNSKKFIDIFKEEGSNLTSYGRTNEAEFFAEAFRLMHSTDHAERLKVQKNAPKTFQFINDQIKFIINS
BoNT-A LC inh2: inhibitors of Botulinum neurotoxin A light chain protease; multiplex microsphere protease substrate cleavage, flow cytometry; inhibition, % at 10 µM; 0.17% of 360,000 active; AID 588499; further: plate controls were buffer without enzyme for full effect and enzyme alone for no effect
CCHF vOTU inh: blocks the CCHF virus ovarian tumor domain protease; CCHFV vOTU protease, Pep-AMC fluorescence; inhibition, % at 11.5 µM; 0.55% of 370,000 active; in the data active means inhibition above about 30%; further: 0% = vehicle wells with enzyme and 100% = no enzyme wells
PfHsp40 yeast: rescue of PfHsp40-mediated yeast toxicity; S. cerevisiae expressing PfHsp40, growth rescue, ATP luminescence; 0.68% of 340,000 active; growth rescue, % at 12.5 µM; in the data active means growth rescue above about 28%, passing the limit was not always enough; inconclusive means no clear call, values can overlap the other calls;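 further: yeast W303a lacking pdr1 and pdr3 grown in galactose medium; growth measured after three days at 30 °C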
* marks the source's active call; other numbers are inactive results; ? = inconclusive; . = no result given; & = joins results of further samples. Unless noted, no stated cut-off is given here; in the data, active means inhibition above about 30%; inconclusive means no clear call, values can overlap the other calls; inactive means below that.

Every second line gives: FadD28 binding | Yp Topo-I inh | BoNT-F LC inh | TcdB inh | PrPC surface inh | Anthrax LF inh2 | BoNT-A LC inh2 | CCHF vOTU inh | PfHsp40 yeast
> CC(C)CCN1C(=O)c2ccc(C(=O)Nc3cccc(S(N)(=O)=O)c3)cc2C1=O
 : -0.8 | -11 | 22 | . | -6 | -1 | 1.9 | 9 | -0.7
> Cc1cc(F)ccc1-c1cc(C(=O)NCc2cc(C(F)(F)F)cc(C(F)(F)F)c2)[nH]n1
 : -2.0 | -3 | -1 | 0.4 | 1 | -3 | -0.4 | 0 | .
> COCCOC(=O)C(C#N)c1nc2ccccc2nc1N1CCCC1 (stereo not given)
 : -3.0 | 4 | -1 | . | -5 | 4 | 1.8 | -8 | -0.6
> Cc1cccc(NC(=O)c2nnn(-c3cccc(C(F)(F)F)c3)c2N)c1
 : -0.3 | -1 | -4 | 0.2 | 10 | 3 | 0.2 | 9 | 0.8
> COc1cc2sc(-c3ccccc3OC)c(-c3ccc(OCCN4CCCCC4)cc3)c2cc1OC
 : -2.2 | -8 | -13 | 1.2 | -15 | -2 | -0.8 | 5 | -2.6
> CCC1(c2ccccc2)NC(=S)N(c2ccc(C)c(C)c2)N1 (stereo not given)
 : -2.5 | 4 | -1 | 1.5 | 0 | 1 | 0.1 | 13 | 11
> Cc1ccc(NCc2nnc(SCC(=O)OC3CCCCC3)o2)c(C)c1
 : -0.5 | 24 | -15 | . | 0 | -2 | 0.2 | -4 | 0.9
> CNC[C@H]1Oc2c(NC(=O)C3CC3)cccc2C(=O)N([C@H](C)CO)C[C@@H]1C
 : -0.3 | -5 | 6 | -0.9&-0.1 | -2 | 1 | 0.2 | -3 | 0.5
> C[C@]1(CC/C(=C/CO)CO)[C@H](C=O)CC[C@@]23COC(=O)C2=CCC[C@@H]31
 : -0.3 | 10 | -18 | 1.0 | 13 | -17 | -0.7 | -5 | .
> CCC(C)NC(=O)CSc1ccc(S(=O)(=O)N(C)C2CCCCC2)cn1 (stereo not given)
 : -3.3 | 29 | -1 | 0.3 | 12 | 1 | 2.4 | 14 | 0.8
> CC(=O)C1=C(C)NC(=O)NC1c1cc(Br)ccc1OCC#N (stereo not given)
 : -1.2 | -1 | -15 | . | 3 | -6 | -1.8 | 2 | 1.0
> CN(C)c1ccc(C(CC(=O)c2ccccc2)C2CCCCC2=O)cc1 (stereo not given)
 : -2.9 | 9 | 0 | -1.2 | 9 | -1 | -0.6 | 5 | 0.7
> CC1CN(C(=O)CSc2nnc(-c3ccncc3)n2-c2ccccc2)CC(C)O1 (stereo not given)
 : 2.4 | 9 | -11 | . | -1 | 0 | 0.5 | -1 | 1.2
> Cc1sc2nc(CSc3ccc([N+](=O)[O-])c(C(F)(F)F)c3)[nH]c(=O)c2c1C
 : -4.1 | -6 | 11 | -1.0 | 2 | 2 | 4.4 | -2 | 1.2
> COc1ccc(S(=O)(=O)N2CCC3(CC2)CC(=O)c2ccccc2O3)cc1C
 : -0.7 | 6 | -6 | 0.5 | -6 | 1 | -3.7 | -7 | -1.5
> CCc1ccc(NC(=S)N(CCC(C)C)C2CCN(C(C)=O)CC2)cc1
 : 1.2 | 4 | 0 | -0.1 | -2 | -2 | -1.8 | -9 | .
> CC(=O)N1CCc2cc(S(=O)(=O)CCC(=O)N3CCc4ccccc4C3)ccc21
 : -0.1 | 7 | 0 | . | -1 | -1 | 0.0 | 1 | 1.5
> N#Cc1ccc2ccn(CC(=O)NC3CCCCCC3)c2c1
 : -3.5 | 11 | 0 | . | 13 | -1 | -0.7 | -7 | -0.8
> Cc1cc(OCC(=O)Nc2c(C)n(C)n(-c3ccccc3)c2=O)ccc1[N+](=O)[O-]
 : -3.8 | 2 | 3 | 1.0 | -8 | -2 | 0.6 | 11 | -0.9
> CCn1cnc2cc(NCc3ccc(N(C)C)cc3)ccc21
 : -2.1 | 8 | -4 | -2.1 | -5 | 0 | -1.9 | -7 | -0.5
> Nc1nc(Nc2ccccc2Br)nc(C(F)(F)F)n1
 : -1.3 | -1 | -7 | 1.7 | 4 | -4 | -0.7 | 6 | 0.7
> CSCCC(NC(=O)CCN1C(=O)c2ccccc2C1=O)C(=O)O (stereo not given)
 : -3.1 | 0 | -7 | . | 4 | -7 | -1.2 | -3 | -1.7
> CCOC(=O)[C@H]1[C@H]2COc3ccc(Br)cc3[C@@H]2N2C(=O)c3ccc(C)cc3NC(=O)[C@@]12C
 : -7.6 | 0 | 2 | 1.6 | 6 | 3 | 0.0 | -1 | ?
> O=C(NCC(=O)N1CCCC(C(F)(F)F)C1)c1ccco1 (stereo not given)
 : 0.6 | 1 | -3 | 1.1 | -7 | -2 | 1.4 | 2 | -1.0
> COc1ccccc1CCNC(=O)c1ccc(C)o1
 : -0.6 | 6 | -2 | 1.1 | 1 | -1 | ? | -6 | -0.2
> O=S(=O)(Cc1ccccc1)N1CCCc2ccccc21
 : -3.1 | 3 | -1 | 2.5 | 2 | -2 | 0.6 | -17 | -0.6
> Cc1cc2oc(=O)cc(CN3CCC(C)CC3)c2cc1Cl
 : -5.1 | 2 | -42 | . | -1 | -13 | -3.6 | 4 | -1.3
> c1ccc(Sc2cnc3ccccc3n2)cc1
 : -2.0 | -5 | 10 | . | 18 | 0 | 1.5 | 18 | 1.3
> COc1ccc(NC(=O)CSc2nc3c([nH]c4ccccc43)c(=O)n2C)c(OC)c1
 : -3.0 | 4 | -1 | 3.5 | 5 | 1 | 0.3 | -2 | -1.3
> Brc1ccc(C2=Nn3c(nnc3-c3n[nH]c4c3CCC4)SC2)cc1
 : -3.1 | 21 | -12 | . | 5 | -1 | 0.6 | 9 | -0.1

More compounds.
Every second line gives: FadD28 binding | Yp Topo-I inh | BoNT-F LC inh | TcdB inh | PrPC surface inh | Anthrax LF inh2 | BoNT-A LC inh2 | CCHF vOTU inh | PfHsp40 yeast
> CCCCNC(=S)NC1CCCC1
 : -2.0 | 2 | 3 | . | 10 | 0 | -0.5 | 4 | -0.8
> O=C(COC(=O)c1cc(=O)[nH]c2ccccc12)c1ccccc1
 : -5.0 | 6 | 0 | 1.4 | 0 | -1 | -0.2 | -3 | -1.0
> COc1cc(OC)cc(C(=O)N2CCN(C3CCC(C)CC3)CC2)c1 (stereo not given)
 : -2.7 | 6 | 7 | -0.3 | 2 | -10 | -3.1 | -15 | -1.4
> CCCn1nc2cc(C(=O)NCc3ccc4c(c3)OCO4)ccc2c1OCC
 : -1.6 | 8 | 1 | -2.0 | -4 | -8 | -0.2 | -49 | -1.1
> O=C(O)c1cccc(N2C(=O)c3ccc(Oc4ccc(Cl)cc4)cc3C2=O)c1
 : -3.0 | 2 | -6 | -14 | 1 | -1 | -0.9 | 4 | -2.1
> COCCN1Cc2cccc(C(=O)Nc3cccnc3)c2C1=O
 : -1.9 | 7 | 4 | . | 0 | 0 | -0.2 | 19 | -0.4
> Cc1nc(Cl)c(C(=O)NC(=O)NCc2ccccc2)c(C)c1Cl
 : -2.3 | 5 | -1 | . | -3 | -3 | -0.8 | 4 | 0.2
> COc1ccc(C(=O)N2CCC(C)(C(=O)NS(=O)(=O)C3CC3)C2)c(OC)c1 (stereo not given)
 : -3.1 | 0 | -14 | 1.2 | 9 | -5 | -0.6 | 10 | .
> COc1cc(/C=C2\SC(=O)NC2=O)ccc1Oc1ccc([N+](=O)[O-])cc1[N+](=O)[O-]
 : -2.3 | -13 | -14 | -0.5 | -17 | -1 | -2.5 | 6 | -0.5
> Cc1ccc(OCC(=O)N2CCCC(CO)(CCOc3ccccc3)C2)cc1 (stereo not given)
 : -1.5 | 39 | 1 | 1.4 | -4 | 2 | 1.6 | 6 | 1.3
> CN(C)/C=N/c1nc2nccc(-c3ccc(Cl)cc3)n2n1
 : -4.0 | 3 | -5 | 0.1 | -2 | 0 | -0.5 | -76 | -0.5
> COc1ccccc1C(=O)NCC(=O)OCCCOC(=O)CNC(=O)c1ccccc1OC
 : -2.7 | -2 | 10 | 0.5 | 6 | -2 | 3.6 | 5 | -0.8
> O=C(NC(C(=O)N/N=C/c1ccncc1)c1n[nH]c(=O)c2ccccc12)c1ccccc1 (stereo not given)
 : -2.6 | 1 | 4 | 1.6 | -6 | 1 | -0.3 | -6 | -0.9
> COc1ccc(COC(=O)C2CCN(S(=O)(=O)c3cccs3)CC2)cc1
 : -5.9 | 25 | 0 | 0.5 | -6 | 1 | 1.4 | 4 | 0.2
> O=C(NC1CC1)c1nc(Cn2cc([N+](=O)[O-])cn2)no1
 : -4.1 | 3 | 2 | 1.7 | 0 | -2 | -0.2 | 15 | 1.1
> CC(C)Cn1c(N)c(C=O)c(=O)n(C)c1=O
 : -3.3 | 11 | 2 | -0.5 | 5 | 1 | -0.6 | 2 | 0.2
> COc1cccc(C2=NOC(C(=O)NCc3ccccc3)C2)c1 (stereo not given)
 : -4.1 | 9 | 11 | . | 2 | -3 | 0.8 | -17 | -1.0
> O=C(O)c1cc(NCc2ccc3c(c2)OCO3)ccc1N1CCOCC1
 : -1.7 | 4 | 4 | . | -5 | 0 | 3.0 | -10 | -0.8
> COc1ccc(NS(=O)(=O)c2cn(C)c(=O)n(C)c2=O)cc1
 : -2.3 | -7 | -6 | 1.2 | -2 | 6 | -0.1 | 7 | -0.5
> CN(C)C(=O)c1ccc(COc2ccccc2Br)o1
 : -1.4 | 1 | -5 | . | 7 | -5 | -0.3 | -10 | -1.1
> CC(C)C1(c2ccsc2)NC(=O)NC1=O (stereo not given)
 : -3.1 | 0 | 4 | 0.9 | 6 | -2 | -0.3 | -12 | 0.1
> CC(CCc1ccccc1)NC(=O)COC(=O)C(CCC(N)=O)NC(=O)c1ccc(F)cc1 (stereo not given)
 : -19 | 7 | -2 | 0.9 | -6 | -1 | -0.8 | 24 | -0.3
> COC(=O)c1ccccc1NC(=O)CSc1nc(Nc2ccccc2)nc(N2CCOCC2)n1
 : 0.4 | 33 | -4 | 1.6 | 4 | 2 | -4.3 | 17 | 1.1
> COc1ccc(NC(=O)Nc2ccc3c(c2)C(=O)N([C@H](C)CO)C[C@H](C)[C@H](CN(C)Cc2ccc(C(=O)O)cc2)OCCCC[C@@H](C)O3)cc1
 : 3.6 | 21 | 1 | 0.8&-1.0 | 10 | -2 | -0.7 | -2 | .
> Nc1c(C(=O)Nc2ccc3c(c2)OCCO3)nnn1Cc1ccccc1
 : 0.2 | 4 | -4 | 0.0 | 16 | 0 | -3.3 | 20 | -1.5

Reformatted with each value named: part of the list above
SMILES: O=C(O)c1cc(NCc2ccc3c(c2)OCO3)ccc1N1CCOCC1
  FadD28 binding = -1.7	Yp Topo-I inh = 4	BoNT-F LC inh = 4	TcdB inh = .	PrPC surface inh = -5	Anthrax LF inh2 = 0	BoNT-A LC inh2 = 3.0	CCHF vOTU inh = -10	PfHsp40 yeast = -0.8

SMILES: COc1ccc(NS(=O)(=O)c2cn(C)c(=O)n(C)c2=O)cc1
  FadD28 binding = -2.3	Yp Topo-I inh = -7	BoNT-F LC inh = -6	TcdB inh = 1.2	PrPC surface inh = -2	Anthrax LF inh2 = 6	BoNT-A LC inh2 = -0.1	CCHF vOTU inh = 7	PfHsp40 yeast = -0.5

SMILES: CN(C)C(=O)c1ccc(COc2ccccc2Br)o1
  FadD28 binding = -1.4	Yp Topo-I inh = 1	BoNT-F LC inh = -5	TcdB inh = .	PrPC surface inh = 7	Anthrax LF inh2 = -5	BoNT-A LC inh2 = -0.3	CCHF vOTU inh = -10	PfHsp40 yeast = -1.1

SMILES: CC(C)C1(c2ccsc2)NC(=O)NC1=O (stereo not given)
  FadD28 binding = -3.1	Yp Topo-I inh = 0	BoNT-F LC inh = 4	TcdB inh = 0.9	PrPC surface inh = 6	Anthrax LF inh2 = -2	BoNT-A LC inh2 = -0.3	CCHF vOTU inh = -12	PfHsp40 yeast = 0.1
